# Yeast lifespan up = compounds extending yeast replicative lifespan, primary screen, S. cerevisiae, OD615; S. cerevisiae growth with nicotinamide; deaD strain in restrictive glucose medium; inhibition of the nicotinamide effect, % at 10 µM; 130,000 tested, 0.68% active; AID 775, 2007;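 active = inhibition above a set limit, placed 3 SD over the median of all compounds, cut at about 26% in these data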;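 note: 0% = nicotinamide-treated wells and 100% = cells grown without nicotinamide; some compounds called inactive have numbers as strong as hits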
#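 System: Modified budding yeast, DeaD strain | Buffer or medium: Restrictive glucose medium | Also added: 1.5 mM nicotinamide | Doses: 10 µM single point, 0.25% DMSO | Schedule: 48 h compound exposure at 30 °C, humidified | Detection: Absorbance at 615 nm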
# GALR2 blocker = GALR2 antagonists in receptor-expressing cells, primary screen | 140,000 tested, 0.39% active | antagonist mode | AID 828, 2007 | Galanin receptor type 2 (Homo sapiens), O43603 | inhibition, % at 4 µM; in the data active = inhibition above about 27%;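 note: cells stimulated with galanin 1-16 at roughly its EC80; 0% = agonist challenge control and 100% = basal control without agonist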
# Target sequence (O43603 whole entry, looked up): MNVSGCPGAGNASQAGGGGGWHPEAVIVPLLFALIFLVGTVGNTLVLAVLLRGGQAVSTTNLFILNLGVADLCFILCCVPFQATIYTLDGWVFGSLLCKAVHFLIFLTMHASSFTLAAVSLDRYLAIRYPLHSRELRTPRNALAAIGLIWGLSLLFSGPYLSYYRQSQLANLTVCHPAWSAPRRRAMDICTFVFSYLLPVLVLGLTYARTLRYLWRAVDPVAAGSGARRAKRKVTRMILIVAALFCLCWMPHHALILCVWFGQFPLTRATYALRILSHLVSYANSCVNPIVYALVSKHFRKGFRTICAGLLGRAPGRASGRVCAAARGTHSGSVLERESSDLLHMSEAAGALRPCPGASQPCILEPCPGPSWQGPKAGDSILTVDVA
# Yeast growth inh = growth inhibitors of yeast BB579 in restrictive medium, primary screen, yeast lifespan-shortening project, S. cerevisiae; OD615, 48 h; inhibition, % at 10 µM; 140,000 tested, 0.51% active;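 active = inhibition above a set limit, 3 SD over the mean compound inhibition, cut at about 44% in these data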; note: inactives centre near -24
#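 test system = yeast BB579 (DeaD) | buffer or medium = restrictive CSMM-D medium | doses = single compound dose of 10 µM, 0.25% DMSO final | times = 4 h preincubation and 48 h exposure at 30 °C | technique = culture absorbance at 615 nm | benchmarks = amphotericin B 10 µg/mL, positive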
# NPY-Y2 antag = NPY-Y2 receptor antagonists, primary screen, cell-based | 140,000 tested, 0.99% active | inhibition, % at 2.7 µM | NPY-Y2 expressing cells, antagonist mode; in the data active = inhibition above about 17%;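 note: 0% = vehicle with agonist challenge and 100% = reference antagonist with challenge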
# Target sequence (P49146 whole entry, looked up): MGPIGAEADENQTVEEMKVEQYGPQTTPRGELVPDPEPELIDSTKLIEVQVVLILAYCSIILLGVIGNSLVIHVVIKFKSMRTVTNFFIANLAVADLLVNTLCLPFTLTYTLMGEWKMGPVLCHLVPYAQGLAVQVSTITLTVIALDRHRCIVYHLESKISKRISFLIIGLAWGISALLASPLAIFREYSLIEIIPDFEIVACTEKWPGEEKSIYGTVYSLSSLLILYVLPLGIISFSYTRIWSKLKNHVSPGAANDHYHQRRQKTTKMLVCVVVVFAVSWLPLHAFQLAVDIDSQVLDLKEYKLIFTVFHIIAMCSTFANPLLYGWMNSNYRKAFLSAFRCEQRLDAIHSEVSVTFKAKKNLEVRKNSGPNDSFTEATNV
# Phagocytosis inh = inhibitors of macrophage phagocytosis, primary screen, imaging, J774A.1 cells, IgG beads | J774A.1 macrophage IgG-bead phagocytosis | inhibition, % at 5 µM | 110,000 tested, 0.07% active | AID 1029, 2008;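 active = inhibition above the mean of the plate negative controls plus 5 SD, cut at about 13% in these data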;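 note: phagocytic index as fraction of beads internalized from green versus red external bead signal; plate controls were DMSO negative control for no effect and cytochalasin-D positive control for full effect; some results beyond the cut were filed as inactive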
# MRP-1 activ = H69AR viability gain despite doxorubicin, primary screen, MRP-1 activator project, H69AR cells, CellTiter-Glo. viability rescue. viability increase, % at 10 µM. 140,000 tested, 0.61% active. AID 799, 2007;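 active = viability gain under doxorubicin at or above a set limit, the compound median plus 3 SD, cut at about 4.7% in these data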;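 note: MRP-1 overexpressing cells given doxorubicin 25 µM after compound pretreatment; 18-22 h compound pretreatment then 72 h with doxorubicin before readout; 0% = doxorubicin-only wells and 100% = vehicle-treated cells without doxorubicin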
# HCT116 bCat-KO = primary screen for growth suppressors in beta-catenin knockout HCT116 cells (colon tumor, human); HCT116 beta-catenin knockout viability, CellTiter-Glo, 60 h; active compounds read low; viability, % at 10 µM; 140,000 tested, 1.5% active; AID 818, 2007;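 active = viability at or under a set limit, the compound median less 4 SD, cut at about 6% in these data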;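 note: 0% = Hyamine 1622 control at 20 µM and 100% = untreated cell control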
# HCT116 PTEN-null = growth suppression of PTEN-null HCT116, primary screen, cell-based, CellTiter-Glo | 140,000 tested, 1.2% active | HCT116 PTEN-null viability, 60 h; active compounds read low | viability, % at 10 µM;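 active = viability at or below a set limit, 4 SD under the median of all tested compounds, cut at about 3.7% in these data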;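 note: PTEN knockout HCT116 line with beta catenin targeted HCT116 as companion control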
# Measles CPE = compounds protecting cells from measles virus cytopathic effect, primary screen, measles RdRp inhibitor project, single point, MLSMR library, absorbance; Measles virus-infected cells, CPE protection; protection (pct of control), % at 4 µM; 140,000 tested, 1.5% active; in the data active = protection mostly above about 24%, no sharp cut-off; inactive = mostly below about 26%; note: some compounds called inactive have numbers as strong as hits
# E-sel TNF inh = E-selectin induction blockers in HUVEC – imaging, immunofluorescence, high content, primary screen; HUVEC TNFa-induced E-selectin immunofluorescence; inhibition, % at 2 µM; 120,000 tested, 0.71% active;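 active = inhibition above the batch mean plus 3 SD, and confirmed as a hit on visual image review, cut at about 43% in these data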;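 note: 0% = TNF-stimulated DMSO wells and 100% = unstimulated control wells; not every result past the cut was called active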
# An asterisk follows results filed as active; / = not tested or not shown; & = joins results of further samples. Random draw from the library; overall some 6.4% were active at least once.
SMILES,Yeast lifespan up,GALR2 blocker,Yeast growth inh,NPY-Y2 antag,Phagocytosis inh,MRP-1 activ,HCT116 bCat-KO,HCT116 PTEN-null,Measles CPE,E-sel TNF inh
C#CCOCCOCCOCCNc1nc(N2CCN(C(=O)Cn3cc(CCCCN)nn3)CC2)nc(N2CCN(C(=O)[C@H](C)n3cc(CCCN=C(N)N)nn3)CC2)n1,1,1,-15,0,/,-1.3,91,94,8,-6
COc1cc(C(=O)NC(=S)NC(C)C)cc(OC)c1OC,-9,-9,-19,8,-2,-3.5,95,104,6,17
CCOCCOC(=O)c1ccc(NC(=O)c2cc(OC)c(OC)c(OC)c2Br)cc1,1,13,-62,3,-14,-1.8,89,87,17,4
CCOc1ccc(C(C)=O)cc1CN1C(=O)NC2(CCCCC2C)C1=O (configuration not stated),-7,-13,-11,9,-1,-3.0,96,101,20,6
O=C(Cc1csc(Nc2nc(=S)[nH]c3ccccc23)n1)NCc1ccccc1Cl,-18,-5,-18,2,/,-5.8,25,23,3,/
CCC(C)(C)NC(=O)/C=C/c1ccc(OC)c(S(=O)(=O)N2CCOCC2)c1,0,4,-27,3,/,-3.9,87,94,13,/
CCC(C(=O)N1CCOCC1)n1c(C(=O)OC)cc2occc21 (configuration not stated),-17,4,-7,0,0,-0.9,83,85,6,30
CC1CCCC(NC(=O)COC(=O)c2ccc(S(=O)(=O)N3CCOCC3)cc2)C1C (configuration not stated),-11,-6,-27,-1,-4,1.8,98,101,22,-12
COC(=O)Nc1ccc(S(=O)(=O)N(C)CC(F)(F)C(F)F)cc1,-6,6,-51,0,8,-0.9,91,106,3,1
CCC(C)(c1ccc(C(=O)OC)s1)c1ccc(C(=O)OC)s1,-16,14,-17,3,1,-0.2,81,70,4,-14
CC(=O)Nc1ccc(S(=O)(=O)N2CCN(Cc3cccnc3)CC2)cc1,-8,-2,10,-1,/,-3.5,91,95,17,13
Cc1ccn2cc(CNS(=O)(=O)c3ccc(Cl)s3)nc2c1,-11,-9,-12,3,0,-1.5,68,74,29*,/
CCCNC(=O)Cn1c(=O)/c(=C\c2ccc(-c3cccc([N+](=O)[O-])c3)o2)s/c1=C\C(=O)C(C)(C)C,5,2,-30,1,-5,-4.3,70,65,10,/
Clc1cnc(N/N=C/c2cccs2)c(Cl)c1,-14,-3,-19,0,-2,-3.6,86,83,6,-7
CC(=O)Nc1ccc(S(=O)(=O)NNC(=O)COc2cc(C)ccc2C(C)C)cc1,-15,-2,-22,-1,-1,-3.1,99,89,54*,-14
CCC(CC)NC(=O)CSc1nnc(-c2ccc(OC)cc2)n1C(C)C,-11,-15,13,1,1,0.8,89,93,11,11
c1ccc(OCCSc2nnnn2C2CCCCC2)cc1,/,7,/,6,-2,/,/,/,/,3
O=C(O)C(Cc1ccccc1)NS(=O)(=O)c1ccc2c(c1)OCCO2 (configuration not stated),-8,6,2,7,/,-0.6,108,86,19,-28
Cc1noc(C)c1CSc1ncnc2sc3c(c12)CCC(C)C3 (configuration not stated),3,1,-50,2,/,-2.6,94,89,3,1
CC(=O)Nc1ccc(C(=O)CSc2cc(C)c3cccc(C)c3n2)cc1,0,6,-20,6,-2,-0.7,99,96,13,/

# Individual results from the list.
# NPY-Y2 antag with Clc1cnc(N/N=C/c2cccs2)c(Cl)c1 : 0
# E-sel TNF inh with COC(=O)Nc1ccc(S(=O)(=O)N(C)CC(F)(F)C(F)F)cc1 : 1

# 6 structures out of the list, arranged by length of the SMILES, descending:
SMILES,Yeast lifespan up,GALR2 blocker,Yeast growth inh,NPY-Y2 antag,Phagocytosis inh,MRP-1 activ,HCT116 bCat-KO,HCT116 PTEN-null,Measles CPE,E-sel TNF inh
CC1CCCC(NC(=O)COC(=O)c2ccc(S(=O)(=O)N3CCOCC3)cc2)C1C (configuration not stated),-11,-6,-27,-1,-4,1.8,98,101,22,-12
CCC(C)(C)NC(=O)/C=C/c1ccc(OC)c(S(=O)(=O)N2CCOCC2)c1,0,4,-27,3,/,-3.9,87,94,13,/
CC(=O)Nc1ccc(S(=O)(=O)N2CCN(Cc3cccnc3)CC2)cc1,-8,-2,10,-1,/,-3.5,91,95,17,13
COC(=O)Nc1ccc(S(=O)(=O)N(C)CC(F)(F)C(F)F)cc1,-6,6,-51,0,8,-0.9,91,106,3,1
CCC(C(=O)N1CCOCC1)n1c(C(=O)OC)cc2occc21 (configuration not stated),-17,4,-7,0,0,-0.9,83,85,6,30
c1ccc(OCCSc2nnnn2C2CCCCC2)cc1,/,7,/,6,-2,/,/,/,/,3

# Next part
SMILES,Yeast lifespan up,GALR2 blocker,Yeast growth inh,NPY-Y2 antag,Phagocytosis inh,MRP-1 activ,HCT116 bCat-KO,HCT116 PTEN-null,Measles CPE,E-sel TNF inh
Cc1cc(Cl)ccc1Oc1ncc(-c2ccc(Cl)cc2)cn1,-2,9,-41,6,/,0.8,104,109,4,-2
CCCCn1c(SCC(=O)OC)nc2c1c(=O)n(C)c(=O)n2C,-10,3,-4,2,-1,-0.9,101,95,16,13
CS(=O)(=O)N1CCN(c2ccc(Cl)cc2[N+](=O)[O-])CC1,-1,6,-11,4,-9,-2.5,98,94,19,/
COc1ccccc1NC(=O)C1CCCN(S(=O)(=O)c2cnc[nH]2)C1 (configuration not stated),7,-1,29,1,0,0.8,89,96,15,/
CCOC(=O)c1c(NC(=O)/C=C/c2ccco2)sc(C)c1C,2,4,-16,0,-3,-2.1,89,91,2,-14
CCNC(=S)N1C2CCC1CC(NC(=O)NC1CCCCC1)C2 (configuration not stated),-15,-5,-16,0,0,-0.9,98,98,9,13
Cc1ccc(/C=c2\sc3n(c2=O)CN(c2ccc(Br)cc2)CN=3)o1,-11,-4,-9,2,-1,-0.8,88,96,3,-3
O=C(c1cccs1)n1nc(-c2ccccc2)nc1NCc1ccc(F)cc1,7,-4,5,4,0,1.7,87,86,7,0
C[C@]12CCC(=O)C=C1CC[C@@H]1[C@@H]2[C@@H](O)C[C@@]2(C)[C@H]1CC[C@]2(O)C(=O)COC(=O)CCC(=O)O,7&2,0&-1,-22&-30,2&0,/,3.9&1.7,91&82,99&92,7&25,-16
O=C1CC(NNc2ccccc2)C(=O)N1c1ccccc1 (configuration not stated),0,14,-42,2,/,-1.4,99,99,12,/
Cc1ccc(NC2OC(CO)C(O)C(O)C2O)cc1 (configuration not stated),-7,-8,-6,0,0,-1.3,93,96,12,/
CCc1ccc(NC2CC(=O)N(c3ccc(OC)cc3OC)C2=O)cc1 (configuration not stated),-13,-9,-56,0,-1,-0.8,100,103,8,-17
CC(=O)c1sc(NC(=O)C(C)C)nc1C,-6,-1,-70,0,1,0.2,90,103,3,-3
c1ccc(Cn2c(CSc3nnnn3-c3ccccc3)nc3ccccc32)cc1,-11,-2,-28,4,0,-0.7,105,112,12,11
COc1ccc(CCNC(=O)CCN2C(=O)COc3ccc(C)cc32)cc1OC,-1,-8,-27,0,/,-0.6,96,110,16,-22
O=C1CC(N2CCN(c3ccc(F)cc3)CC2)C(=O)N1Cc1cccs1 (configuration not stated),-8,-8,-61,2,0,0.1,94,97,1,-13
CCc1ccccc1N1CC23C=CC(O2)C(C(=O)OCC(C)C)C3C1=O (configuration not stated),3,-1,14,5,0,-0.3,89,94,2,/
O=C(CSc1ccc2ccccc2c1Br)Nc1cccc(S(=O)(=O)NC2=NCCCCC2)c1,6,1,-21,1,-7,-1.3,86,89,14,5
Cc1cc(C)n2nc(SCC(=O)N/N=C/c3ccccn3)nc2n1,6,8,-24,1,-6,-0.6,93,95,14,/
COc1ccc(OC)c(/C=c2\sc3nc(-c4cccs4)nn3c2=O)c1,10,1,-70,5,0,-0.2,90,99,1,/
O=C(COC(=O)C12CC3CC(CC(C3)C1)C2)Nc1ccc([N+](=O)[O-])cc1Cl,10,-15,-38,0,-12,-0.7,94,90,4,/
CCOc1ccc(NC(=O)Cn2nnc(C(=O)NCc3ccco3)c2N)cc1,-4,3,-37,2,0,-4.4,83,89,8,25
Cc1ccccc1S(=O)(=O)NC1=NCCCCC1,13,9,-23,0,-14,0.4,92,95,29,/
CCC(=O)N1c2ccc(S(=O)(=O)CCC(=O)NC3CCCC3)cc2CC1C (configuration not stated),-2,8,-32,-1,/,-1.1,88,96,1,-6
COC(=O)c1c(NC(=O)COC(=O)Cn2cnc3ccccc32)sc2c1CCCC2,-4,-6,-25,4,-7,-1.9,95,92,19,-9
CCC(C)C(=O)Nc1nc(C)c(-c2csc(Nc3cc(OC)ccc3OC)n2)s1 (configuration not stated),-27,-9,-49,1,2,-4.5,67,61,5,-11
O=C(O)Cc1ccc(-c2ccccc2-c2ccccc2)cc1,/,-3,6,11,/,0.7,83,98,23,9
C[C@H]1[C@H](C)CC[C@]2(C(=O)O)CC[C@]3(C)C(=CC[C@@H]4[C@@]5(C)C[C@@H](O)[C@H](O)C(C)(C)[C@@H]5CC[C@]43C)[C@H]12,1,8,-32,0,/,-4.5,85,76,23,-2
O=C(Nc1cccc(Cl)c1)c1ccc(NCC2CCCO2)c([N+](=O)[O-])c1 (configuration not stated),24,-4,-31,1,-8,-3.0,86,88,3,/
CCOc1ccc(-c2nnc3ccc(SCc4ccc(C(=O)OC)o4)nn23)cc1,-8,12,-30,2,0,-2.9,91,38,10,-8
O=C(NC1CCCCC1)N1CCC(n2c(=O)[nH]c3ccccc32)CC1,-8,/,27,/,0,-0.5,86,93,7,/
O=C(O)C1CCCCC1C(=O)Nc1ccc(F)c(F)c1 (configuration not stated),-1,-12,-26,4,0,-1.1,85,89,17,/
Cc1ccoc1C(=O)NCCNc1ccc(Cl)cc1[N+](=O)[O-],-3,10,-39,2,13,-3.1,92,87,3,-14

# An excerpt from above in order of the E-sel TNF inh value, lowest first.
SMILES	Yeast lifespan up	GALR2 blocker	NPY-Y2 antag	Phagocytosis inh	Measles CPE	E-sel TNF inh
CCC(=O)N1c2ccc(S(=O)(=O)CCC(=O)NC3CCCC3)cc2CC1C (configuration not stated)	-2	8	-1	/	1	-6
C[C@H]1[C@H](C)CC[C@]2(C(=O)O)CC[C@]3(C)C(=CC[C@@H]4[C@@]5(C)C[C@@H](O)[C@H](O)C(C)(C)[C@@H]5CC[C@]43C)[C@H]12	1	8	0	/	23	-2
O=C(O)Cc1ccc(-c2ccccc2-c2ccccc2)cc1	/	-3	11	/	23	9
